S1P4 agonist – S1P4 receptor agonists, primary screen, cell-based. Sphingosine 1-phosphate receptor 4 (Homo sapiens), O95977. S1P4-expressing cell line, agonist reporter assay. activation, % at 4.98 µM. 220,000 compounds, 0.35% hits; in the data active = activation above about 11%;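 also: 0% = DMSO vehicle and 100% = reference agonist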
S1P4 antag – S1P4 receptor antagonists, primary screen, cell-based | Sphingosine 1-phosphate receptor 4 (Homo sapiens), O95977 | S1P4-expressing cells, antagonist mode, reporter read-out | inhibition, % at 4.98 µM | 220,000 compounds, 0.26% hits; in the data active = inhibition above about 29%;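 also: 0% = wells stimulated with agonist and 100% = vehicle wells without agonist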
eIF4E 4G PPI – eIF4E–eIF4G protein interaction inhibitors, primary screen, biochemical, uHTS, TR-FRET, eIF4GI fragment. Eukaryotic translation initiation factor 4E (Mus musculus) + Eukaryotic translation …. TR-FRET eIF4E-eIF4GI(517-606) binding, 2 h. inhibition, % at 21.7 µM. 220,000 compounds, 0.37% hits;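 active = inhibition above about 30%, limit read from the data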;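 also: 0% = full FRET control wells and 100% = background wells lacking eIF4GI fragment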
PERK inhibitor – block of dimerizer-induced PERK translation repression, primary screen, PERK inhibitor project, CHO PERK-DD cells, SEAP luminescence, HTS. CHO PERK-DD fusion, SEAP luminescence translation reporter. inhibition, % at 5.6 µM. 220,000 compounds, 0.17% hits;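 active = inhibition above the mean inhibition of all tested compounds plus 3 SD, set separately per screening campaign, cut at about 2.9% in these data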;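 also: PERK kinase domain activated by AP20187 dimerizer at 100 nM; 0% = DMSO with dimerizer and 100% = rapamycin at 8.4 µM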
Wee1 degr inh – Wee1 degradation inhibitors, primary screen, cell-based, HeLa, Wee1K328M-luciferase, luminescence; Wee1-like protein kinase (Homo sapiens), P30291; 220,000 compounds, 1.2% hits; HeLa Luc-Wee1K328M stability; 100% = proteasome inhibitor MG132 effect; reporter increase, % at 5 µM; AID 1321, 2008;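 active = activation above the mean of all tested compounds plus 3 SD, set per screening run, cut at about 8.8% in these data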;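 also: cells exposed to compound for 20 h before luminescence read; 0% = DMSO alone and 100% = MG132 at 30 µM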
BaF3 tox – parental Ba/F3 cell viability inhibition, counter-screen for JAK2V617F inhibitor project, murine pro-B, CellTiter-Glo luminescence | CellTiter-Glo ATP luminescence | inhibition, % at 5.6 µM | 220,000 compounds, 1.1% hits | AID 1486, 2009;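 active = inhibition above a per-campaign cutoff, the mean inhibition of all tested compounds plus 3 SD, cut at about 27% in these data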;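 also: 0% = DMSO wells and 100% = JAK Inhibitor I control wells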
NPY2 pot ag – NPY-Y2 potentiators or agonists, primary screen, cell-based. Neuropeptide Y receptor type 2 (Homo sapiens), P49146. cells expressing NPY-Y2, potentiator/agonist read-out. activation, % at 3.6 µM. 220,000 compounds, 0.45% hits. AID 1359, 2008; in the data active = activation above about 27%;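 also: cells stimulated with NPY near EC25 plus isoproterenol at EC100; 0% = vehicle plus submaximal agonist and 100% = vehicle plus saturating agonist; some results beyond the cut were filed as inactive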
MDM2 E3 inh – MDM2-luciferase reporter signal enhancers, primary screen, MDM2 E3 ligase inhibitor project, cell-based, luminescence, 1536-well; E3 ubiquitin-protein ligase Mdm2 (Homo sapiens), Q00987; cell-based MDM2 ubiquitination luciferase reporter, 2 h; 0 = plate control, 100 = twice control, blank-subtracted; signal enhancement, % at 5 µM; 210,000 compounds, 0.11% hits;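 active = signal enhancement of 30% or more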;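 also: luminescence tracks abundance of the self-degrading MDM2-luciferase fusion protein; higher signal means inhibition of MDM2 E3 ligase activity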
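Buffer or medium: Cells held in DMEM | Assay system: Stable mammalian line carrying autodegrading MDM2–luciferase fusion reporter | Quantity: 2000 cells/well | Times: 4 h settle plus 2 h compound, 37 °C | Doses: One concentration, 5 µM, with 0.2% DMSO | Technique: Luminescence with SteadyLite reagent, 15 min at room temperature | Benchmarks: Plate controls and plate blanks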
Ba/F3 V617F tox – reduced viability of JAK2V617F-dependent Ba/F3 cells, primary screen, JAK2V617F inhibitor project, cell-based, Ba/F3 EpoR-JAK2V617F, luminescence; ATP luminescence; inhibition, % at 5.6 µM; 220,000 compounds, 1.1% hits;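 active = inhibition above the campaign mean plus 3 SD over all tested compounds, cut at about 24% in these data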;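 also: cytokine-independent growth of Ba/F3 cells driven by EpoR plus mutant JAK2; 0% = DMSO-treated cells and 100% = JAK inhibitor I control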
* marks the source's active call; other numbers are inactive results; . = not tested or not shown; [ ] = another dose, or the depositor's remark.

SMILES | S1P4 agonist | S1P4 antag | eIF4E 4G PPI | PERK inhibitor | Wee1 degr inh | BaF3 tox | NPY2 pot ag | MDM2 E3 inh | Ba/F3 V617F tox
CNC(=S)NNC(=O)c1sc2cc(C(F)(F)F)cnc2c1-c1ccccn1 | 1.9 | -16 | -9 | -0.3 | 0 | 5 | -7 | -11 | -3
CC1Cc2ccccc2N1C(=O)CSc1ncccc1C(=O)O (stereo not drawn) | -0.2 | -20 | . | 1.3 | 3 | 0 | -7 | . | -2
CC(C)CN1CCC(C(=O)NCC2CCCO2)CC1 (stereo not drawn) | 0.0 | -3 | 2 | 0.6 | -2 | -1 | 15 | -7 | -3
CN(C(=O)COC(=O)c1ccc(S(=O)(=O)N2CCCC2)cc1)c1ccccc1 | 0.8 | -12 | 2 | 0.9 | 4 | 7 | -3 | 6 | 1
CCCCN(CC)Cc1c(C)[nH]c2ccccc2c1=O | -0.5 | 9 | 1 | 0.7 | 0 | 1 | -14 | -1 | -4
CC1CC1C(=O)OCC(=O)Nc1cccc([N+](=O)[O-])c1 (stereo not drawn) | 0.1 | -12 | 2 | 0.7 | 1 | 0 | 7 | -2 | 3
CCCCn1c(SCC(=O)N(C)C2CCS(=O)(=O)C2)nc2cc(S(N)(=O)=O)ccc21 (stereo not drawn) | 0.2 | 3 | 1 | -0.6 | 2 | -5 | -2 | . | 2
CCN(c1ccccc1)S(=O)(=O)c1cccc(C(=O)OCc2nc3sc(C)c(C)c3c(=O)[nH]2)c1 | 4.3 | -5 | -2 | 0.9 | 1 | 1 | -19 | -6 | -1
CCOC(=O)C1=C(C)Nc2ccccc2N=C1NC(=O)Cc1ccc(Cl)c(Cl)c1 | -1.0 | -6 | -2 | 1.5 | 4 | 0 | 0 | -7 | -4
CCCN(CCC)CCNc1c(NC2CCN(C(=O)OCC)CC2)c(=O)c1=O | 1.4 | -14 | -1[fluorescence artefact?] | 0.6 | -2 | 4 | 2 | 48* | 1
CC(=O)N1CCCc2cc(S(=O)(=O)N3CCc4ccccc4C3)ccc21 | -0.1 | -23 | 0 | -0.1 | 5 | 3 | 6 | -6 | -3
O=C(NNC1CC(=O)N(c2ccc(F)cc2)C1=O)c1cccnc1 (stereo not drawn) | 0.3 | 9 | 4 | 0.3 | 4 | -1 | 3 | -4 | -2
CC(C)(C)NC(=O)C(c1cccnc1)N(C(=O)c1ccc(Cl)nc1)C1CCCC1 (stereo not drawn) | 0.8 | 3 | 1 | 0.3 | 0 | 2 | -4 | -5 | -3
O=C(O)CC(C(=O)Nc1ccc(F)cc1)C1CCCO1 (stereo not drawn) | 0.4 | 8 | -2 | 1.9 | 5 | 2 | -2 | -3 | -1
CCOC(=O)C1(Cc2cccc(Cl)c2)CCCN(C(=O)c2cccc(C)n2)C1 (stereo not drawn) | -0.7 | -10 | 0 | -0.1 | 2 | 4 | 1 | -6 | 0
Cc1cc(CNC(=S)Nc2ccc(Br)cc2Cl)nn1C | 0.1 | -2 | -2 | 1.5 | 0 | 7 | -1 | 1 | 1
Cc1c(C(=O)N2CCc3ccccc3C2)oc2ccc(S(=O)(=O)N3CCCCCC3)cc12 | 0.0 | -23 | 13 | -0.2 | -1 | 0 | -5 | -9 | -2
O=C(c1cn(-c2ccc(Cl)c(Cl)c2)nn1)C1CC1 | 3.3 | -6 | 1 | 0.2 | 1 | 4 | -9 | -17 | 2
O=C(O)c1cc([N+](=O)[O-])ccc1NCc1ccccc1Cl | -1.1 | -13 | 1 | 0.6 | 3 | 13 | -33 | . | 6
C=CCOC(=O)C1C(=O)CC(C)(O)C(C(=O)OCC=C)C1c1ccc(OCC)cc1 (stereo not drawn) | -0.3 | -1 | 2 | -0.9 | 5 | 5 | -32 | -9 | 8
C/C(=N\NC(=O)c1cc2ccccc2cc1O)c1ccc2c(c1)OCO2 | 0.6 | -1 | 3 | 1.6 | 1 | 8 | 6 | -3 | 0
CC(NC(=O)COc1ccccc1)C(c1cccs1)N1CCCC1 (stereo not drawn) | 0.5 | 2 | 5 | -0.5 | 1 | 11 | -16 | -6 | 5
CC(C)Oc1ccc(Cn2c(-c3ccco3)n[nH]c2=S)cc1 | 0.3 | -15 | 4 | 0.1 | 2 | -1 | -7 | 2 | -3
COc1cc(CO)ccc1Oc1nc2ccccc2n2cnnc12 | 0.8 | 4 | -1 | 1.4 | -4 | 0 | 14 | 1 | -1
CCC(CC)c1nc(C#N)c(NCc2ccccc2)o1 | 1.2 | -6 | -2 | 1.1 | 2 | 10 | 1 | -38 | 1
COc1cc(OC)c(OC)cc1/C=C/C(=O)c1ccc(NS(=O)(=O)c2ccc(C)cc2)cc1 | -0.9 | 0 | 13 | -0.7 | 0 | 3 | 23 | 3 | 0
COc1ccc(NC(=S)N2CCN(C/C=C/c3ccccc3)CC2)cc1OC | -0.6 | 9 | 0 | -0.5 | -2 | 2 | -4 | -5 | -3
NC(=O)C1CCN(C(=O)c2cc(S(=O)(=O)N3CCOCC3)c(Cl)cc2Cl)CC1 | 1.1 | -19 | -3 | 1.4 | 5 | 4 | -1 | -4 | 2
CCN(CC)C(=O)Cn1cc(S(=O)(=O)CC(=O)NCCc2ccc(OC)c(OC)c2)c2ccccc21 | 1.8 | -6 | -4 | 1.4 | 1 | -1 | 15 | -1 | -1
CCOC(=O)N1CCN(C(=O)CCN2C(=O)COc3ccc(C)cc32)CC1 | 0.1 | -4 | 1[fluorescence artefact?] | -0.1 | -1 | 3 | 3 | -13 | -3
CCCNC(=S)N1CCC(C(=O)c2ccc3c(c2)OCCO3)CC1 | 0.6 | 10 | 4 | -0.3 | 0 | 5 | 2 | -10 | 0
O=C(NCCCN1CCOCC1)c1ccc(CNS(=O)(=O)c2ccc(Br)cc2)cc1 | 1.6 | -22 | 7 | 1.0 | -1 | 4 | -7 | -6 | 0
CSc1ccccc1C(=O)Nc1nc2ccccc2[nH]1 | -0.8 | -2 | -5 | -0.4 | -2 | 8 | -3 | -14 | 3
CCOC(=O)c1sc(NC(=O)c2ccco2)c(C#N)c1C | 0.5 | 2 | 0 | 0.4 | -1 | 3 | -1 | -6 | 0
Cc1nc(SCC(=O)Nc2ccccc2C(F)(F)F)c2c(=O)n(C)c(=O)n(C)c2n1 | 1.3 | -6 | . | 1.3 | -2 | 4 | 7 | . | -1
COc1ccccc1CC(Cc1nc2ccccc2[nH]1)c1nc2ccccc2[nH]1 (stereo not drawn) | 0.0 | -6 | 2 | 0.1 | 7 | 3 | -9 | -14 | -3
O=C(Nc1ccccc1)Oc1cccc(Br)c1 | 0.4 | -4 | -4 | 1.9 | -3 | -5 | -13 | 3 | -2
O=C1CC(c2ccccc2)CC(O)=C1C=NCCCO (stereo not drawn) | -0.8 | -7 | -8[fluorescence artefact?] | 0.8 | -2 | 1 | 10 | -7 | -2
CC(C)=NOc1nc(N(C)C)nc(N2CCOCC2)n1 | 1.2 | 8 | 4 | -0.6 | -3 | 1 | -17 | -12 | 0
COc1cccc(N/N=C(\C#N)S(=O)(=O)C(C)(C)C)c1 | 1.8 | -1 | -3 | 0.4 | 1 | 5 | 4 | -12 | -1
CCN(C(=O)CSc1cc(C)c2ccccc2n1)C1CCS(=O)(=O)C1 (stereo not drawn) | -2.4 | -1 | 3 | 1.7 | 5 | 7 | 11 | -2 | 0
Nc1ccnn1-c1ccccc1 | -0.5 | -3 | 1 | 1.3 | -3 | 4 | -15 | -5 | 0
NC(=O)C1CNc2ccccc2O1 (stereo not drawn) | 1.1 | -2 | -1[fluorescence artefact?] | 0.5 | 0 | 1 | -7 | -11 | 0
CCOC(=O)c1c(NC(=O)COC(=O)c2ccccn2)sc2c1CCC2 | 0.5 | -14 | 6 | 0.8 | 4 | 3 | 3 | -2 | -3
CCN(CC)CCCCCOc1ccccc1OC | -1.3 | -16 | 0[fluorescence artefact?] | 0.6 | 1 | 3 | 5 | -18 | -2
COc1ccccc1CN(Cc1nc2ccccc2c(=O)[nH]1)S(=O)(=O)c1ccc(C)cc1 | 0.8 | -8 | -2 | -1.1 | 3 | 5 | -18 | -13 | 1
COc1ccc(Cn2nnnc2CN2CCN(c3ccc(OC)cc3)CC2)cc1 | 2.2 | 1 | 1 | 1.0 | -1 | 3 | -4 | -1 | 3
CCOc1cccc(-c2cc(=O)[nH][nH]2)c1 | -1.0 | -10 | 0 | 0.1 | 3 | 1 | -4 | -6 | 0
CN(C)S(=O)(=O)c1ccc(NC(=O)N2CCN(c3cccc(C(F)(F)F)c3)CC2)cc1 | -0.4 | -12 | -2 | 0.2 | -3 | 11 | 24 | -11 | 4
COC(=O)c1ccc(NC(=O)Cn2nnc(-c3cccs3)n2)cc1 | 1.3 | -15 | -1 | 0.5 | -1 | 4 | -15 | -15 | -1
COc1ccc(C2C(C(=O)Nc3cc(C)on3)c3ccccc3C(=O)N2C)cc1 (stereo not drawn) | 1.3 | 7 | -2 | -0.7 | -2 | 2 | -18 | -10 | 0
O=C(O)C1CCCCC1C(=O)Nc1ccc2c(c1)OCCO2 (stereo not drawn) | -1.0 | -2 | 6 | 1.5 | -3 | 5 | -1 | -8 | 2
NS(=O)(=O)c1ccc(CCNC(=O)CN2CCN(c3ccccc3O)CC2)cc1 | 0.8 | -11 | -2[fluorescence artefact?] | 0.2 | 1 | 3 | 6 | -8 | -1
N=C1C(c2nc3ccccc3[nH]2)=C(O)CN1c1ccc(F)cc1 | -1.3 | 6 | -9[fluorescence artefact?] | -0.5 | 9.7* | 1 | 7 | 9 | -3
CC1(C)C(=O)OC(/C=C\c2cccc([N+](=O)[O-])c2)C(C)(C)C1=O (stereo not drawn) | 0.6 | 0 | -1 | 1.6 | 0 | 5 | -2 | -9 | -1

Complete entries, quoted from the list. Order of values: S1P4 agonist | S1P4 antag | eIF4E 4G PPI | PERK inhibitor | Wee1 degr inh | BaF3 tox | NPY2 pot ag | MDM2 E3 inh | Ba/F3 V617F tox
COc1ccccc1CN(Cc1nc2ccccc2c(=O)[nH]1)S(=O)(=O)c1ccc(C)cc1 is listed with 0.8 | -8 | -2 | -1.1 | 3 | 5 | -18 | -13 | 1
COc1ccc(C2C(C(=O)Nc3cc(C)on3)c3ccccc3C(=O)N2C)cc1 (stereo not drawn) is listed with 1.3 | 7 | -2 | -0.7 | -2 | 2 | -18 | -10 | 0
Nc1ccnn1-c1ccccc1 is listed with -0.5 | -3 | 1 | 1.3 | -3 | 4 | -15 | -5 | 0
CCOC(=O)c1c(NC(=O)COC(=O)c2ccccn2)sc2c1CCC2 is listed with 0.5 | -14 | 6 | 0.8 | 4 | 3 | 3 | -2 | -3

Assay outcomes deposited in PubChem BioAssay by several laboratories.
